Assay outcomes as filed in PubChem BioAssay.
sdo1 growth = restores growth of sdo1-depleted yeast; 0.21% of 140,000 active; z-score at 10 µM; S. cerevisiae sdo1-depleted JHY4D growth rescue, OD600 30 h; active compounds read high; pdr5 snq2 efflux-pump mutant strain;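 active = z-score above 3 at both the 24 hr and the 30 hr optical density reads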;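 note: z-score against mean and SD of all compound wells on the same plate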
Insulin prom inh = TRM-6 insulin promoter activity inhibition. inhibition, % at 2 µM. TRM-6 cells (human fetal islet line), insulin promoter-eGFP reporter, imaging; reporter expression induced with tamoxifen. 0.9% of 130,000 active. AID 1273;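 active = inhibition above the mean plus 3 SD, with well images judged a real hit on visual review, cut at about 60% in these data, passing the limit was not always enough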
sdo1 growth Rescue 24 h = also measured in sdo1 growth; calls as there; z-score; S. cerevisiae sdo1-depleted JHY4D growth rescue, OD600; measured here: growth rescue at 24 h;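 0 is the plate mean of compound wells and units are plate SD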
Numbers without * were called inactive; · = no result given; & = joins results of further samples.

SMILES	sdo1 growth	sdo1 growth Rescue 24 h	Insulin prom inh
O=C1OC(Nc2ncccn2)c2ccccc21 (configuration not stated)	0.93	1.1	-7
Cc1ccc(-c2nc(N)sc2-c2ccccc2)cc1C	-2.2	-1.1	47
CC(C)(C)OC(=O)N1CCC[C@H]1c1nnc(SCc2ccccc2Cl)o1	-0.65	-0.84	·
O=S(=O)(c1ccc(Br)c2nsnc12)N1CCOCC1	0.52	1	-178
Cc1ccc(NN=C2C(=O)OC(C)(C)OC2=O)c(C)c1	-0.94	-0.83	-39
O=C(NC1CCCCC1)n1c(=O)oc2ccccc21	-0.89	-0.43	3
O=C(NCCCN1CCN(c2ccccc2F)CC1)Nc1ccc(F)cc1	-1.1	-1.6	-79
CCOC(=O)C1=C(C)N(C)C(=S)NC1c1ccc(Cl)cc1Cl (configuration not stated)	-1.6	-1.4	-28
CCOC(=O)c1cnc2c(Cl)cc(Cl)cc2c1NCCOCCO	-0.74	-0.84	·
O=C(CN1C(=O)c2cccc3cccc1c23)NCc1ccccn1	1.5	-0.27	44
CCCCn1c(SCc2cccc([N+](=O)[O-])c2)nc2ccsc2c1=O	-1	-0.91	-53
COc1ccc(NC(=O)C2C3C=CC4(CN(Cc5cccnc5)C(=O)C24)O3)c(OC)c1 (configuration not stated)	0.06	-0.36	0
O=C(Nc1cccc(S(=O)(=O)NC2=NCCC2)c1)C1CC(=O)N(c2ccc3c(c2)OCCO3)C1 (configuration not stated)	·	·	12
CN(C)S(=O)(=O)c1cccc(C(=O)OCC(=O)NCc2ccccc2)c1	1.9	2	13
CSc1nc(N)nc(SCC(=O)C23CC4CC(CC(C4)C2)C3)c1C#N	-1.5	-0.58	-76
Cc1cc(C)c(S(=O)(=O)c2ccccc2)c(OC(=O)c2c(F)cccc2F)n1	·	·	56
Cc1ccc(OCC(=O)N2CCN(C3=NS(=O)(=O)c4ccccc43)CC2)cc1	0.76	0.17	49
CCN(CCCNC(=O)C1CCN(S(=O)(=O)c2cnc[nH]2)CC1)c1cccc(C)c1	-0.47	-0.34	·
C=CCc1cc(OC)ccc1OCCON1C(=O)CCC1=O	0.43	-0.2	-85
Cc1cc2cc(CN3C(=O)c4ccccc4C3=O)ccc2n1C	-1	-0.78	7
CCN=C1SC(CC(=O)NC2CCCCC2)C(=O)N1CC (configuration not stated)	0.64	0.54	27
COc1ccc(NC(=O)CCCn2c(=O)oc3ccccc32)cc1Cl	-1.1	-2.1	33
COCCNS(=O)(=O)c1cc(C)c(C)cc1C	0.38	-0.01	-29
CCCCCCCCn1cnc2c(N)c(C)c(C)cc21	-2.4	-1.8	-6
CC(=O)C(C(C)=O)C1(O)C(=O)c2ccccc2C1=O	0.78	1.4	-64

Other structures:
SMILES	sdo1 growth	sdo1 growth Rescue 24 h	Insulin prom inh
O=c1oc(-c2cccnc2)nc2ccccc12	0.56	-0.19	·
COc1ccc(NS(=O)(=O)c2ccc(C(=O)N3CCN(Cc4ccccc4)CC3)cc2)cc1	·	·	0
Cc1cccc(-n2c(=S)[nH]c3sc4c(c3c2=O)CCc2ccccc2-4)c1	·	·	25
Cc1nc(-c2ccccc2)cs1	1.3	1.4	-12
CCOC(=O)c1cc(C#N)c(NCc2ccccc2)nc1C	-0.28	0.17	·
c1cnc2c(OCc3cn4cccnc4n3)cccc2c1	-0.71	-1.4	38
COc1ccc(/C=N/NC(=O)c2ccc(COCC(F)(F)C(F)F)cc2)cc1	0.19	0.41	·
O=C(c1ccco1)N(CCCN1CCOCC1)c1nc(-c2ccc(F)cc2)cs1	-2&-1.8	-1.6&-1.3	0
COC(=O)C(NC(=O)c1ccccc1)=C1C=C(C)OC(C)=C1	0.92	0.67	46
COc1ccc(-c2cc(C(=O)NC(C)C)no2)cc1	-0.79	-0.83	-3
O=C(CCCCCn1c(=S)[nH]c2ccccc2c1=O)N1CCOCC1	0.84	0.05	-31
Cc1ccc(-c2csc(NC(=O)CSc3nnc4c(n3)[nH]c3ccccc34)n2)cc1	-0.72	-0.42	24
CCCN(CCC)Cc1c(C(=O)OCC)nnn1-c1nonc1N	0.62	0.67	-35
Oc1ccccc1C=Nc1ccccc1-c1nc2ccccc2[nH]1	0.84	0.38	·
O=C(OCC(=O)c1c[nH]c2ccccc12)c1cccc(O)c1	0	0	-36
COCc1c(C#N)c(NCCc2ccccc2)nc(C)c1[N+](=O)[O-]	-0.02	0.35	-60
CNC(=S)N(CCc1c(C)[nH]c2ccc(OC)cc12)Cc1cccnc1	·	·	51
Cn1c(SCC(=O)NC(C)(C)C)nnc1-c1cnccn1	0.56	0.23	11
O=C(N/C=C/c1ccco1)NCc1ccccc1	·	·	64
Cc1ccc(N(CC(=O)NC2CCCC2)C(=O)c2c(C)noc2C)cc1C	0.39	-0.03	34
CC(CCc1ccccc1)NCc1ccncc1 (configuration not stated)	0.42	-0.26	30
Cn1cc(Cl)c(C(=O)Nc2nc3ccc(Cl)cc3s2)n1	-1.1	0.3	-12
CCOc1ccc2c(c1)/C(=N/N1C(=O)c3ccccc3C1=O)C(=O)N2	·	·	57
COc1ccc2c(=O)c(N3C(=O)c4ccccc4C3=O)c(C)oc2c1	-0.18	0.29	·
Cn1c(=O)c(C(=O)CCl)c(N)n(CC2CC2)c1=O	0.13	-0.06	43

Full records, looked up by structure. Order of screens: sdo1 growth | sdo1 growth Rescue 24 h | Insulin prom inh
c1cnc2c(OCc3cn4cccnc4n3)cccc2c1 reads -0.71 | -1.4 | 38
O=C(c1ccco1)N(CCCN1CCOCC1)c1nc(-c2ccc(F)cc2)cs1 reads -2&-1.8 | -1.6&-1.3 | 0
Cc1ccc(-c2csc(NC(=O)CSc3nnc4c(n3)[nH]c3ccccc34)n2)cc1 reads -0.72 | -0.42 | 24
COc1ccc(NS(=O)(=O)c2ccc(C(=O)N3CCN(Cc4ccccc4)CC3)cc2)cc1 reads · | · | 0
Oc1ccccc1C=Nc1ccccc1-c1nc2ccccc2[nH]1 reads 0.84 | 0.38 | ·

Further compounds:
SMILES	sdo1 growth	sdo1 growth Rescue 24 h	Insulin prom inh
O=C(CSc1ccc(-c2ccncc2)nn1)N1CCCCC1	·	·	-8
CCSc1nc(O)c(C2OC(=O)c3c2ccc(OC)c3OC)c(=O)n1-c1ccccc1 (configuration not stated)	0.1	-0.4	14
O=C(CNC(=S)NC(=O)c1cccc([N+](=O)[O-])c1)c1ccccc1	-0.23	-0.02	6
COc1cccc(CN(c2ccc3c(c2)CCC3)S(=O)(=O)c2ccc(-n3cnnn3)c(OC)c2)c1	-0.63	-0.52	14
COc1ccc(N2CCN(c3oc(Cc4cccc5ccccc45)nc3C#N)CC2)cc1	-0.08&0.71	0.22&0.89	36
COc1ccc(N2CCN(C(=S)Nc3cccc(C)c3C)CC2)cc1	-0.52	-0.8	20
O=C1c2ccccc2C(=O)N1Cc1nc2ccccc2o1	0.92	0.31	43
O=C(NC1(C(F)(F)F)NC(=O)N(Cc2cccnc2)C1=O)c1ccncc1 (configuration not stated)	1	0.81	-41
Cc1cc(C)c(C#N)c(Nc2ccccc2)n1	-0.76	-0.95	-33
COc1ccccc1NC(=O)c1ccc(NS(C)(=O)=O)cc1	0.34	-0.44	-50
COc1ccc(-c2noc(CSc3nnc(-c4ccccc4)n3C)n2)cc1	-1.1	-1.3	-23
CCOc1ccc2[nH]cc(C(=O)N3CCN(CC)CC3)c(=O)c2c1	2.1	2.4	41
CNC(=O)Oc1ccc2c(c1)[C@]1(C)CCN(C)[C@@H]1N2C	1.1	1.1	5
O=C(COC(=O)c1ccccc1SCC(=O)NC1CCS(=O)(=O)C1)NC1CCS(=O)(=O)C1 (configuration not stated)	·	·	-14
O=C(CCC(=O)c1ccc(Cl)cc1)OCC(=O)c1ccccc1	0.07	-0.08	-61
O=C(CSc1nc(-c2ccco2)cc(C(F)(F)F)n1)Nc1ccc(C(=O)N2CCOCC2)cc1	-0.26	-0.8	-31
CSc1nsc(SCc2ccc(Cl)cc2)n1	0.23	-0.55	-14
Cc1ccc(-c2cccc(C(=O)NCc3ccccc3)n2)c2ccccc12	-0.18	0.76	48
COC(=O)c1cc(=O)n(CCc2ccccc2F)c(=Nc2ccc(F)c(Cl)c2)s1	-0.31	0.01	·
CCS(=O)(=O)c1nc2ccccc2n1CC(=O)N1CCOCC1	-0.64	-1.2	34
Cn1cc(Br)c(C(=O)N2CCN(c3cccc(Cl)c3)CC2)n1	0.57	0.63	42
CC(C(=O)NC(=O)NCc1ccccc1)N1C(=O)c2ccccc2C1=O (configuration not stated)	0.44	0.6	-36
CCS(=O)(=O)C(=C1NCCO1)S(=O)(=O)CC	1.1	2	32
C=CCOn1c(C)c(C(C)=O)c2c3nonc3ccc21	0.45	0.76	61
CCC(C)n1c(-c2cccs2)nc2nc3ccccc3nc21 (configuration not stated)	-1.7	-1.4	·

(list continues)
SMILES	sdo1 growth	sdo1 growth Rescue 24 h	Insulin prom inh
O=C(Cn1cnc2c(cnn2-c2ccc(F)cc2)c1=O)NCCc1ccccc1	-0.99	-0.48	43
O=C(Cn1ncc2c1-c1ccccc1OC2)Nc1ccc(S(=O)(=O)N2CCCCC2)cc1	-0.72	-0.37	·
O=C1CC(c2ccco2)Cc2nc(N3CCN(Cc4ccc5c(c4)OCO5)CC3)ncc21 (configuration not stated)	-1.7	-1.1	50
O=C(Cc1ccc(F)cc1)N(c1ccccc1)C1C=CS(=O)(=O)C1 (configuration not stated)	1.2	0.91	-38
O=C(COc1ccccc1)Nc1ccc(S(=O)(=O)N2CCOCC2)cc1	-0.56	-0.67	21
O=Cc1cn(-c2ccccc2)nc1-c1cc2c(ccc3ccccc32)oc1=O	-1.9	-0.65	17
Nc1c(C(O)(C(F)(F)F)C(F)(F)F)cc(C(O)(C(F)(F)F)C(F)(F)F)c2ccccc12	-1.5	-1	-24
CCOC(=O)c1[nH]c(C)c(C(=O)NCc2ccc(Cl)cc2)c1C	-0.32	-0.73	-22
Clc1ccc(-c2nnsc2SCc2ccccc2)cc1	0.57	0.12	26
Cc1csc(NC(=O)c2cc3c(C)nn(Cc4ccccc4Cl)c3s2)n1	-1.1	-0.97	8
Cc1ccc(NC(=O)c2cc(S(=O)(=O)N3CCCCC3)ccc2N2CCOCC2)cc1F	-0.11	-0.61	24
CCN1C(=O)c2cccc3c(NC(=O)c4ccc(S(=O)(=O)N(C)C)cc4)ccc1c23	1.1	1.7	-15
Cc1nc2ccccn2c1/C(O)=C1\C(=O)C(=O)N(CCN(C)C)C1c1cccnc1 (configuration not stated)	0.8	0.73	-24
Cn1c(CN2CCOCC2)nc2cc(NC(=O)c3ccc(F)cc3)ccc21	-0.11	-0.55	23
Cc1cc(-c2ccco2)n(CC(=O)O)n1	-0.26	-0.71	·
Cc1ccc(C(=O)Nc2ccc(O)cc2C(=O)O)cc1C	-0.13	-0.29	23
Cn1c(=O)[nH]c(=O)c2c1nc(N1CCCCCC1)n2Cc1cccc2ccccc12	-1.1	-0.63	-20
Cc1ccc(S(=O)(=O)N2CCCN(S(=O)(=O)c3ccc4ccccc4c3)CC2)cc1	-0.53	0.74	6
O=C(CSc1n[nH]c(-c2ccncc2)n1)Nc1ccccn1	0.55	-0.37	9
CCn1nc(NC(=O)c2ccncc2)c2cc3cccc(C)c3nc21	-1.9	-1.9	·
Cc1cc(/C=C(/C#N)c2cccc(F)c2)c(C)n1-c1cccnc1	-1.6	-0.9	·
COc1cc2c(cc1NC(=O)COC(=O)/C=C/c1ccccc1)oc1ccccc12	-0.17	0.38	·
Cc1ccc2c(c1)N/C(=C(\C=C(/Cl)[N+](=O)[O-])[N+](=O)[O-])N2	·	·	-138
COc1ccc(N2C(=O)C3ON(C4SC(=S)N(C)C4(C)C)C(c4ccc([N+](=O)[O-])cc4)C3C2=O)cc1 (configuration not stated)	0.78	0.86	25
CCc1ccc(-c2csc3ncn(Cc4ccc(C(=O)O)cc4)c(=O)c23)cc1	·	·	14

The final four records of the section above come first, to join the parts.
SMILES	sdo1 growth	sdo1 growth Rescue 24 h	Insulin prom inh
COc1cc2c(cc1NC(=O)COC(=O)/C=C/c1ccccc1)oc1ccccc12	-0.17	0.38	·
Cc1ccc2c(c1)N/C(=C(\C=C(/Cl)[N+](=O)[O-])[N+](=O)[O-])N2	·	·	-138
COc1ccc(N2C(=O)C3ON(C4SC(=S)N(C)C4(C)C)C(c4ccc([N+](=O)[O-])cc4)C3C2=O)cc1 (configuration not stated)	0.78	0.86	25
CCc1ccc(-c2csc3ncn(Cc4ccc(C(=O)O)cc4)c(=O)c23)cc1	·	·	14
CCOc1ccc(NC(=O)CC2C(=O)N(CC)C(=S)N2CCNC(C)=O)cc1 (configuration not stated)	0.28	-0.42	-24
CC(C)C(=O)N1CCC(CN=CC2=C(O)CC(C)(C)CC2=O)CC1	0.25	-0.07	11
Cc1cc2ncn(S(=O)(=O)N(C)C)c2cc1C	0.57	0.66	-12
CCOc1ccc(S(=O)(=O)NNC(=O)c2cc3ccccc3o2)cc1	-1.1	-0.65	-28
Oc1ccc(/C=N/Nc2nccnc2Cl)cc1	-0.18	0.94	8
O=c1c2ccccc2c2ccccc2c(=O)n1Cc1cccnc1	0.26	-0.15	-16
CCOC(=O)Cc1cc(=O)n2[nH]c(C)cc2n1	-0.08	-0.55	-64

Shown with values under each structure: 2 of the compounds above.
Below each SMILES: sdo1 growth	sdo1 growth Rescue 24 h	Insulin prom inh
> Cc1cc2ncn(S(=O)(=O)N(C)C)c2cc1C
 : 0.57	0.66	-12
> CCOc1ccc(S(=O)(=O)NNC(=O)c2cc3ccccc3o2)cc1
 : -1.1	-0.65	-28
